Mm-Cpn inhibitor: blocks the Methanococcus maripaludis chaperonin Mm-Cpn; 0.031% of 330,000 active; Potency, µM (titrated, usually from 76.9 µM), inactives show at the top dose activity, negative = inhibition, usual class: inhibitors; purified Mm-Cpn ATPase, ADP Transcreener TR-FRET; further: potency means the concentration at half of the fitted maximal effect; on the % scale 0 is the no-effect control and ±100 the full control effect; nearly all actives have a fitted effect of over 80% in size
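ATPase turnover read by TR-FRET ADP competition (Eu cryptate antibody/ADP-d2, 665/590 nm): 10uM ATP final, 25nM Mm-CPN final, 30 min 37degC after 10-min compound preincubation, pH 7.4 Tris/KCl/MgCl2/DTT buffer.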
EPAC2 antagonist: EPAC2 (human) antagonism. Q8WZA2. 0.18% of 360,000 active. EPAC2 GEF exchange of Rap1B-BODIPY-GDP, fluorescence. Potency, µM (top dose mostly 114 µM), without a hit: at the highest dose activity, negative = inhibition, hits mostly inhibitors; further: potency means the concentration at half of the fitted maximal effect; on the % scale 0 is the no-effect control and ±100 the full control effect; nearly all actives have a fitted effect of over 45% in size; many of its hits are not listed in these tables
PTHR1 ag: agonists of human PTHR1 parathyroid hormone receptor | Q03431 | HEK293 GP2 PTHR1 cells, GloSensor cAMP luminescence, 1 h | Potency, µM (top dose mostly 115 µM), for the others: at the highest dose activation, hits mostly activators | 0.075% of 410,000 active; further: potency means the concentration at half of the fitted maximal effect; nearly all actives have a fitted effect of over 55% in size; some results filed as inactive show a strong effect at the top dose; inactives centre near -15; many of its hits are not listed in these tables
Target sequence (Q03431 whole entry, looked up): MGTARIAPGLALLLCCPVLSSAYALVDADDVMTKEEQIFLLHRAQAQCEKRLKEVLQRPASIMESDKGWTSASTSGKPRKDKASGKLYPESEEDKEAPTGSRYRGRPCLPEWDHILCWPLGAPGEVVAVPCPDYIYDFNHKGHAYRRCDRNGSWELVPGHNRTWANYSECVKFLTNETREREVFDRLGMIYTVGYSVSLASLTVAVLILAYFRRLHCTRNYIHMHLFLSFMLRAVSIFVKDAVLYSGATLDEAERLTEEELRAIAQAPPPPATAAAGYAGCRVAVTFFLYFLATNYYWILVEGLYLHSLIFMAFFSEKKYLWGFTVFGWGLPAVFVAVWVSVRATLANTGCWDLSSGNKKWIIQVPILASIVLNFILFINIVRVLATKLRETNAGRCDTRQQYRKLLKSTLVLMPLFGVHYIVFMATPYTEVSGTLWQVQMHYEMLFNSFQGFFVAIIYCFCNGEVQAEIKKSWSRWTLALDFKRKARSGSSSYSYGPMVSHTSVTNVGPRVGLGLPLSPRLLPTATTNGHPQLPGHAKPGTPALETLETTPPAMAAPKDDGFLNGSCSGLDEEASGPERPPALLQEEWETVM
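HEK-293-derived GP2 cells expressing PTHR1 and a GloSensor cAMP reporter, 3,000/well, plated overnight, given luciferin plus IBMX (each 0.5 mM as added) for 1 h at 37 °C, then compound for 1 h at 37 °C. Luminescence was read after 15 min at room temperature.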
CCT modulator: changes cytosolic chaperonin activity. purified chaperonin ATPase assay, HTRF ADP detection, 30 min. activity change, % (concentration not given with the values), hits read low. 0.3% of 360,000 active. AID 651819; in the data active means activity change below about -30%; further: on the % scale 0 is the no-effect control and ±100 the full control effect
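First, chaperonin was dispensed at 40 nM or 20 nM final depending on batch activity. Next, compounds were pinned at 76 uM and ATP added at 10 uM. After 30 min at 37 °C, ADP detection reagents ran 30 min at ambient temperature.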
D3 antag: antagonists of human D3 dopamine receptor. 2.5% of 360,000 active. P35462. D3R cells, DiscoveRx beta-arrestin luminescence, antagonist mode; hits give low values. max response, negative = inhibition, %; in the data active means max response below about -50%; inconclusive means no clear call, values can overlap the other calls; further: on the % scale 0 is the no-effect control and ±100 the full control effect; mostly tested at two doses, the higher about 12 µM
Target sequence (P35462 whole entry, looked up): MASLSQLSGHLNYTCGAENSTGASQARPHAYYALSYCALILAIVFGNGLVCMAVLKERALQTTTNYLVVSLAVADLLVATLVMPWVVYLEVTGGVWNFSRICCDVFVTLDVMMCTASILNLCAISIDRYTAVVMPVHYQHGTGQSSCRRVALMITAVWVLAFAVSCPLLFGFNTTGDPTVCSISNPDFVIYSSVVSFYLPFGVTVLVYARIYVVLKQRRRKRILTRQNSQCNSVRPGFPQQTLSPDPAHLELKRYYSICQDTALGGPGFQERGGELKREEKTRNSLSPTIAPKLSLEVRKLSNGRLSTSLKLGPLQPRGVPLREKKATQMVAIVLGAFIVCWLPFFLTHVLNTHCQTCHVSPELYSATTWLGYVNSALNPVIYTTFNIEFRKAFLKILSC
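Cells expressing the human receptor were seeded at 1500 cells/well, incubated overnight at 37 degrees C in 5% CO2, then exposed to library compounds with dopamine controls for 90 minutes at 37 degrees C before luminescent detection.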
Akt phos inh: blocks phosphorylation of Akt; Neuro2A IGF-stimulated pAkt S473 HTRF, 20 min; hits give low values; activity change, % for hits at 50 µM; 0.32% of 360,000 active; AID 651550; in the data active means activity change below about -80%; inconclusive means mostly about -51% to -80%; further: on the % scale 0 is the no-effect control and ±100 the full control effect
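Single-point screen (50 µM final compound) in Neuro2A cells stimulated 20 min with 6 nM IGF at 37 deg C. After lysis, Ser473-phosphorylated Akt read by HTRF (ex 330 nm, em 615/665 nm) as the 665/615 ratio.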
EPAC2 ag: activates human EPAC2 exchange factor | Q8WZA2 | EPAC2 activation, biochemical qHTS; response scale: 100% = 6.5 mM cAMP response | Potency, µM (highest dose often 154 µM), for inactives: at the highest dose activation, usual class: activators | 0.079% of 360,000 active; further: potency means the concentration at half of the fitted maximal effect; nearly all actives have a fitted effect of over 50% in size
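Readout is BODIPY fluorescence (480 nm excitation, 540 nm emission), which falls as labeled GDP is exchanged off Rap1B. EPAC2 at 100 nM acted on 250 nM RAP1B-BODIPY-GDP with 50 uM GDP present.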
DRD3 agonist: activates the human D3 dopamine receptor; D3R DiscoveRx beta-arrestin cells, luminescence, 90 min; max activation, %; AID 652048; P35462; 0.58% of 410,000 active; in the data active means max activation above about 30%; further: 0% is about no effect; mostly tested at two doses, the higher about 12 µM
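Agonist mode: compounds and dopamine controls were applied to plated cells for 90 min at 37 degrees C after an overnight attachment at 1500 cells/well. Luminescent read-out followed 30 - 60 minutes at room temperature with DiscoveRx detection reagent.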
Starred values were filed as active, the others as inactive; i = inactive; u = inconclusive; x = not tested or not shown; & = joins results of further samples; [ ] = remark or other dose. Unless noted, the call rests on the fitted dose curve; in most records, active means well fitted curve in the direction sought with a large enough effect; inconclusive means small, poorly fitted or top-dose-only effect, or another doubt; inactive means no such curve, though single readings can be large; an effect the other way counts as inactive or inconclusive. This is a subset; count on the stated rates, not on these rows.

Results follow in this order: Mm-Cpn inhibitor, EPAC2 antagonist, PTHR1 ag, CCT modulator, D3 antag, Akt phos inh, EPAC2 ag, DRD3 agonist
- O=C(c1ccc(Br)cc1)c1coc2ccc(O)cc12
    x, 0%, -14%, -19, -7, i, 2%, 4
- COC(=O)C(N)Cc1ccc(OC)c([N+](=O)[O-])c1 (configuration not stated)
    1%, 11%, i, -4.7, -1, i, 6%, -1
- CC(C)(C)c1csc(NNC(=O)c2ccc(Br)cc2)n1
    -9%, -9%, -28%, -1.5, 10, i, -3%, 5
- O=C(NCCCn1ccnc1)/C(=C\c1cccnc1)NC(=O)c1ccco1
    0%, -17%, i, -0.3, 5, i, 6%, -5
- O=C(NCc1cccnc1)C1CCN(S(=O)(=O)c2cccnc2)CC1
    0%, 3%, -16%[57.5 µM], -3.8, -13, i, 11%, -7
- O=C(Nc1ccc(-c2cscn2)cc1)C1CCCN(Cc2ccccc2)C1 (configuration not stated)
    -4%, -10%, u, -0.7, u, i, 2%, -15
- Cc1ccc2[nH]c(=O)c(CN(Cc3ccc4c(c3)OCO4)Cc3nnnn3C3CCCC3)cc2c1
    x, -14%, -63%[inhibitor], 1.3, 3, i, 11%, -6
- CN(Cc1ccccc1)c1ccc(S(=O)(=O)N2CCC(C(=O)O)CC2)cc1[N+](=O)[O-]
    1%, -14%, i, 1.4, 1, i, 3%, 4
- CC(Sc1nc(N)cc(=O)[nH]1)C(=O)Nc1nc2c(s1)CCCC2 (configuration not stated)
    -1%, 7%, -21%, -1.7, -3, i, 8%, -2
- COc1ccc(Cc2noc(CN(C)CC3(N4CCOCC4)CCCCC3)n2)cc1OC
    3%[15.4 µM], 1%, i, -2.0, -18, i, 13%, -5
- Cc1cc(NC(=O)/C=C/C(=O)N(CC(=O)NC2CCCC2)c2ccc(F)cc2)no1
    -4%, 1%, i, -2.5, -2, i, -1%, 5
- CN1CCC(OC(=O)COc2ccc(C(C)(C)C)cc2)CC1
    0%, 0%, i, -3.3, -56*, i, -8%, -58
- CCOc1ccc(NC(=S)NCCN2CCN(Cc3ccccc3)CC2)cc1
    1%, 5%, -17%, 1.1, u, i, 1%, -16
- O=C(NCCCCNC(=O)C1CCCC1)C1CCCC1
    1%, 19%, -7%[57.5 µM], -4.7, 11, i, 0%, 4
- CCn1c(SCC(=O)Nc2ccc(N(C)C)cc2)nnc1C1CC1
    -2%, 4%, -23%, -0.1, 5, i, 1%, 1
- O=C(Cc1ccc(F)cc1)Nc1cccc(-c2cn3c(n2)SCC3)c1
    -6%, 7%, -95%[inhibitor], 0.9, 6, i, -1%, 2
- CCCOc1ccc2ccccc2c1/C=C1\SC(=O)NC1=O
    -3%, u, -40%[inhibitor], -1.0, 9, i, 3%, -2
- COc1cccc(CNc2nc3ccc(C)cc3n3cnnc23)c1
    1%, 1%, i, 0.6, -7, i, 0%, -8
- COc1ccccc1N1CCN(/N=C/c2ccc(C(=O)O)cc2)CC1
    -2%, -2%, -37%[inhibitor], -0.8, 2, i, 5%, 2
- COC(=O)c1ccc(NC(=S)NC(=O)C2CCC2)cc1
    0%, 3%, -55%[inhibitor], 0.4, -3, i, 9%, 9
- NC(=O)C1CCN(C(=O)/C=C/c2cccc(Br)c2)CC1
    2%, -4%, i, -3.2, 11, i, 7%, 5
- CCOC(=O)N1CCN(C(=O)CCC(=O)c2ccc(OCC)cc2)CC1
    -2%, 11%, 0%, 0.4, -10, i, 10%, 6
- CCOC(=O)c1ccc(O)c(-n2cc3c(c2-c2ccccc2)c(=O)n(C)c(=O)n3C)c1
    x, 1%, i, -1.3, -11, i, 9%, -6
- COCC(=O)N1CCC(Oc2ccc(C(=O)N(C)C3CCCCC3)cc2)CC1
    0%, 1%, 20%, -0.1, -7, i, 9%, 14
- Cc1ccc2c(c1)[C@H]1[C@H](CO2)[C@H](c2ccccc2)[C@]2(C)C(=O)Nc3ccc(F)cc3C(=O)N12
    x, 6%, -28%, -2.8, 0, i, 3%, -23
- CCSc1nc2c(c(=O)[nH]1)C(c1cccnc1)C(C(=O)OC(C)C)=C(C)N2 (configuration not stated)
    3%, -1%, i, -1.8, -2, i, -11%, -7
- Cc1ccc2c(c1)N(S(=O)(=O)c1ccc3c(c1)NC(=O)CC(=O)N3)CCO2
    -19%, -25%, -24%, 0.0, -22, i, -2%, -4&10
- CCCc1cc(N2CCOCC2)n2ncc(-c3ccccc3)c2n1
    -13%, 7%, -13%, -0.6, -4, i, 12%, -6
- CC(C)c1ccc2c(c1)CCC1C(C)(CN)CCCC21C (configuration not stated)
    3%, -3%, i, 2.4, 46, i, 10%, 8
- O=C1c2ccccc2C(Nc2cccnc2)N1Cc1ccccc1Cl (configuration not stated)
    -3%, -13%, -9%, 0.3, 4, i, 2%, 12
- O=C(/C=C/c1ccc(F)cc1)NCCCN1CCN(CCCNC(=O)/C=C/c2ccc(F)cc2)CC1
    0%, 1%, -21%, 0.2, -3, i, -7%, -13
- CCCc1c(C(=O)OCC)sc(N)c1C#N
    -13%, 4%, -73%[inhibitor], 0.4, -3, i, 0%, -6
- C=C(C)Cn1c2ccc(NC(=S)NCc3ccccc3F)cc2c(=O)n1C
    x, 13%, -15%, -2.3, -52*, i, 11%, -12
- Cc1ccc(OCC(=O)Nc2c3c(nn2C(C)(C)C)CS(=O)(=O)C3)cc1
    1%, -1%, i, -0.6, 4, i, 10%, 4
- COc1ccc(OC)c(NC(=O)CSc2nncc3ccc(OC)c(OC)c23)c1
    -1%, 7%, -7%, 2.3, 12, i, 13%, 19
- Cc1cccc(C(=O)N2CCCC(CCC(=O)N3CCN(c4ccccn4)CC3)C2)c1C (configuration not stated)
    2%, 1%, -37%[inhibitor], 1.4, -11, i, 10%, -1
- CCOC(=O)c1cccc(NC(=O)C2(S(=O)(=O)c3ccc(C)cc3)CC2)c1
    3%, -6%, -18%, 0.4, 9, i, 21%, 8&-2
- O=C(CSc1nnc(-c2ccccc2)o1)c1nnc(-c2ccccc2)o1
    u, 4%, i, 0.7, -24, i, 6%, -2
- O=C(Cn1[nH]c(=O)c2ccccc2c1=O)Nc1ccc2c(c1)CCC2
    -1%, 3%, i, -1.0, u, i, -9%, -1
- c1ccc(-c2csc3ncnc(N4CCc5ccccc5C4)c23)cc1
    -12%, -2%, -39%[inhibitor], -3.8, 24, i, 1%, 14
- COCCNC(=O)C1CCN(S(=O)(=O)N2CCC3(CC2)OCCO3)CC1
    0%, 4%, i, 0.9, -15, -82%*, 10%, -24
- Nc1nc(C23CC4CC(CC(Cl)(C4)C2)C3)cs1
    2%, -8%, -7%, -0.2, 10, i, 4%, 9
- CN1CCN(S(=O)(=O)c2ccc(N)cc2)CC1
    2%, 10%, i, -2.0, -14, i, 4%, -3
- CCN1/C(=N\N)c2cccc3cccc1c23
    -4%, -11%, -24%, 0.2, -3, i, 2%, -3
- CCCCOc1ccc(C(=O)NCC(=O)NNC(=O)c2ccco2)cc1
    0%, 10%, -21%, -1.6, 18, i, -2%, 7
- CC1(C)CC2(CC(c3ccccc3F)c3ccc(O)c(O)c3O2)NC(=S)N1 (configuration not stated)
    0%, 3%, i, -3.5, 1, i, -4%, 1
- COc1ccccc1-c1ccc2c(c1)C(C)(Cc1ccc(OC(F)(F)F)cc1)C(=O)N2 (configuration not stated)
    x, u, i, -10, 26, i, -9%, 4
- O=C(CCn1c(=O)[nH]c2ccsc2c1=O)N1CCN(c2ccc([N+](=O)[O-])cc2)CC1
    2%, 7%, -32%[inhibitor], 0.1, 0, i, 8%, -16
- CCOC(=O)C1=C(C)NC(C)=C(C(=O)OCC)C1C(=O)OCC(=O)N1CCC(C)CC1
    -21%&-5%, -4%&21%, -6%, -3.7&-0.1, 7&39, i, 12%&-1%, -10&-2
- O=c1[nH]c(C2CCCN(S(=O)(=O)c3ccccc3)C2)nc2c1nnn2Cc1ccc2c(c1)OCCO2 (configuration not stated)
    -1%, -5%, i, 0.3, 15, i, -2%, -8
- Cc1cc(C)c(C#N)c(Nc2ccccc2)n1
    0%, -7%, i, -2.8, 2, i, 6%, -4
- COc1ccc(C)cc1NC(=O)CN1CCN(S(=O)(=O)c2ccc(Br)cc2)CC1
    -1%, -8%, -22%[57.5 µM], -1.8, 20, i, 0%, 11&5
- CC(=O)Oc1oc(-c2ccccc2)nc1C=Nc1ccc(N(C)C)cc1
    -1%, 35%[activator], i, -0.2, -14, i, 18%, 1
- C/C(=N\NC(=O)CCc1c[nH]c2ccccc12)c1ccc([N+](=O)[O-])cc1
    -1%, -6%, -14%, 2.0, u, i, -3%, 3
- Cn1c(N=Nc2ccccc2)nc2ccccc21
    0%, -5%, -1%, 0.7, -7, i, -9%, -5
- O=C(CCCN1C(=O)/C(=C\c2cccs2)SC1=S)Nc1ccccn1
    -6%, 3%, -40%, 2.3, -1, i, 1%, 4
- Cc1c(C(=O)NC2CCCCC2)oc2ccc(F)cc12
    4%, -5%, -24%, 1.8, -5, i, 10%, -9
- CN(C)C(CNc1ncnc2sc3c(c12)CCCC3)c1ccco1 (configuration not stated)
    -2%, 0%, -23%, 1.7, -25, i, -6%, -15

Rewritten as labelled records: part of the list above
canonical_smiles: NC(=O)C1CCN(C(=O)/C=C/c2cccc(Br)c2)CC1
  Mm-Cpn inhibitor = 2%	EPAC2 antagonist = -4%	PTHR1 ag = i	CCT modulator = -3.2	D3 antag = 11	Akt phos inh = i	EPAC2 ag = 7%	DRD3 agonist = 5
canonical_smiles: CCOC(=O)N1CCN(C(=O)CCC(=O)c2ccc(OCC)cc2)CC1
  Mm-Cpn inhibitor = -2%	EPAC2 antagonist = 11%	PTHR1 ag = 0%	CCT modulator = 0.4	D3 antag = -10	Akt phos inh = i	EPAC2 ag = 10%	DRD3 agonist = 6
canonical_smiles: CCOC(=O)c1ccc(O)c(-n2cc3c(c2-c2ccccc2)c(=O)n(C)c(=O)n3C)c1
  Mm-Cpn inhibitor = x	EPAC2 antagonist = 1%	PTHR1 ag = i	CCT modulator = -1.3	D3 antag = -11	Akt phos inh = i	EPAC2 ag = 9%	DRD3 agonist = -6
canonical_smiles: COCC(=O)N1CCC(Oc2ccc(C(=O)N(C)C3CCCCC3)cc2)CC1
  Mm-Cpn inhibitor = 0%	EPAC2 antagonist = 1%	PTHR1 ag = 20%	CCT modulator = -0.1	D3 antag = -7	Akt phos inh = i	EPAC2 ag = 9%	DRD3 agonist = 14

Screening results from PubChem BioAssay.
